Screening data: PubChem, The Scripps Research Institute Molecular Screening Center
PAD4 inh: inhibitors of human PAD4. recombinant PAD4, RCA probe fluorescence polarization. inhibition, % at 6.36 µM. actives 0.41% (n = 330,000);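 active = percent inhibition above a cutoff equal to the mean of all tested compounds plus 3 SD, cut at about 15% in these data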;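 also: 0% = PAD4 with RCA probe and DMSO and 100% = probe without PAD4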
PAFAH1B3 FP inh: blocks human PAF acetylhydrolase 1B catalytic subunit 3 | Q15102 | recombinant PAFAH1B3, FP-rhodamine probe, fluorescence polarization | inhibition, % at 3.39 µM | actives 0.28% (n = 340,000) | AID 492972;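 active = inhibition above the screen-wide average of all tested compounds plus 3 SD, cut at about 25% in these data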;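 also: 0% = enzyme with DMSO only and 100% = wells lacking PAFAH1B3 protein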
ZTA counter: ZTA (EBV) inhibition in EBNA-1 counter-screen; P03206; ZTA-DNA binding, fluorescence polarization; inhibition, % at 11 µM; actives 0.15% (n = 320,000); AID 2234; in the data active = inhibition above about 33%
EBNA-1 inh: blocks EBNA-1 binding to DNA; actives 0.34% (n = 300,000); inhibition, % at 14.8 µM; EBNA-1 DNA binding, fluorescence polarization; in the data active = inhibition above about 28%
LYPLA2 counter: counter-screen for PME1 inhibitors: inhibitors of human LYPLA2 | actives 0.38% (n = 320,000) | recombinant LYPLA2, FP-Rh probe fluorescence polarization | O95372 | inhibition, % at 5.9 µM;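 active = inhibition above the screen-wide mean plus 3 SD, limit set per campaign, cut at about 26% in these data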;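 also: 0% = LYPLA2 with DMSO and 100% = wells lacking LYPLA2 enzyme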
PAFAH2 FP inh: inhibitors of human PAFAH2 | inhibition, % at 3.39 µM | actives 0.99% (n = 340,000) | recombinant PAFAH2, FP-rhodamine activity probe, fluorescence polarization | Q99487;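 active = inhibition above the mean over all tested compounds plus 3 SD, cut at about 30% in these data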;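 also: inhibitors block probe labeling of enzyme so polarization drops; 0% = enzyme with DMSO and 100% = wells lacking PAFAH2 protein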
LYPLA1 inh: LYPLA1 (human) inhibition in PME1 counter-screen; recombinant LYPLA1, FP-Rh probe fluorescence polarization; O75608; actives 0.16% (n = 320,000); AID 2174; inhibition, % at 5.9 µM;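 active = inhibition above the mean of all tested compounds plus 3 SD, set per campaign, cut at about 14% in these data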;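 also: inhibitors block serine hydrolase probe labeling of LYPLA1 so polarization falls; 0% = enzyme with DMSO and 100% = wells lacking LYPLA1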
PREPL inhibitor: human PREPL enzyme inhibition | recombinant PREPL, fluorescence polarization activity-based probe | actives 0.68% (n = 320,000) | inhibition, % at 5.96 µM | AID 2751; in the data active = inhibition above about 43%;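 also: 0% = enzyme with DMSO and 100% = wells lacking enzyme; many of its hits are not listed in these tables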
Target sequence (Q4J6C6 whole entry, looked up): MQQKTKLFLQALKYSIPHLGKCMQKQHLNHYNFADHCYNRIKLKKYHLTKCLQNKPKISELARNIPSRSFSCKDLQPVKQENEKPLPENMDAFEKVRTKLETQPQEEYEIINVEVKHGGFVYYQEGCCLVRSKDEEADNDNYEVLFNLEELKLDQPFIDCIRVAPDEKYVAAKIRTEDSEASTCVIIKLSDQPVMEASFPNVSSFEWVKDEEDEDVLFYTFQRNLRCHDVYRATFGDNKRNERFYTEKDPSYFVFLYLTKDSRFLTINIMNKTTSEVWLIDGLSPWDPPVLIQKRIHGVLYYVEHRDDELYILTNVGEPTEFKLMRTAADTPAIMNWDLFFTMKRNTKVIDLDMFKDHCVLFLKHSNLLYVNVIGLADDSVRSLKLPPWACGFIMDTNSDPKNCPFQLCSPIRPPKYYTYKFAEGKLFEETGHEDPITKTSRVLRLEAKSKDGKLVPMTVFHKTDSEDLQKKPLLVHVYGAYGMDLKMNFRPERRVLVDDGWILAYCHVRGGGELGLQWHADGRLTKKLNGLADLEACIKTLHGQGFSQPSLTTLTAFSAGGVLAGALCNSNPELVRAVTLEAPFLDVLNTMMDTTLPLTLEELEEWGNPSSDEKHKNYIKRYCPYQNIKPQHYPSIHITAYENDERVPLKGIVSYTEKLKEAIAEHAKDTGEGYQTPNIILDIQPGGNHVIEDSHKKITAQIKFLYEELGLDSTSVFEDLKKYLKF
GSTO1 counter: GSTO1 inhibition, counter-screen for RBBP9 inhibitors | inhibition, % at 5.96 µM | P78417 | actives 1.1% (n = 300,000) | recombinant GSTO1, activity-based probe fluorescence polarization;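 active = inhibition above the campaign mean inhibition plus 3 SD, cut at about 35% in these data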;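 also: 0% = GSTO1-1 with DMSO and 100% = wells lacking GSTO1-1 enzyme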
Target sequence (P78417 whole entry, looked up): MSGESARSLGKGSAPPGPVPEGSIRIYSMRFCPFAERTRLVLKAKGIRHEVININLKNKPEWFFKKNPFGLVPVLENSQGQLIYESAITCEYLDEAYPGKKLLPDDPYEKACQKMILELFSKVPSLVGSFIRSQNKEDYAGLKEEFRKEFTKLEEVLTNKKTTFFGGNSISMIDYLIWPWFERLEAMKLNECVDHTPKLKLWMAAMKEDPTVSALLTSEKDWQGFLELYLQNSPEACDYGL
* = called active by the depositor; . = no result given; & = joins results of further samples. Not all compounds are listed; count on the stated rates, not on these rows.

SMILES	PAD4 inh	PAFAH1B3 FP inh	ZTA counter	EBNA-1 inh	LYPLA2 counter	PAFAH2 FP inh	LYPLA1 inh	PREPL inhibitor	GSTO1 counter
O=C(NN=C1c2ccccc2-c2ccccc21)c1ccccc1	1	4	-15	-1	0	-4	-5	13	-1
CNc1cc([N+](=O)[O-])ccc1N/C=C/C(=O)c1ccc2c(c1)OCO2	-3	1	-13	-15	0	4	-3	16	5
COc1ccc(CN(C)CCc2ccccn2)cc1OC	-7	6	6	-16	5	-5	4	19	-5
CC(C)(C)C(=O)N1N=C(c2cccc(NS(C)(=O)=O)c2)CC1c1cccs1 (stereo not drawn)	2	12	-16	-1	-4	0	-3	-3	-2
O=C(COC(=O)c1cc(-c2ccccn2)nc2ccccc12)Nc1ncc(C(F)(F)F)cc1Cl	-1	2	-5	-4	-3	4	1	12	5
Cc1nnc(SCc2cc(=O)oc3cc(O)ccc23)n1Cc1ccccc1	1	5	-2	8	2	0	6	0	5
COC(=O)c1c(NC(=O)CN2CCC(C(N)=O)CC2)c2c(C)cccc2n1C	-2	-1	1	-7	8	-3	-1	-12	8
COc1ccc(C(C(=O)NCC2CCCO2)N(C(=O)CNC(=O)c2cccs2)c2ccccc2)cc1OC (stereo not drawn)	-2	6	-16	-12	0	3	3	-10	-6
C/C=C\C(=O)Nc1cccc(C2=NOC3(C2)C[C@@H](C(N)=O)N(C(=O)CCCCC)C3)c1 (stereo partly drawn)	4	-3	-4	10	-8	5	0	1	3
O=C(O)c1cnc(-c2ccccc2)nc1Sc1ccc(Cl)cc1	-4	-6	-12	-5	-12	-8	-2	19	-10
COc1ccc(C(=O)Nc2cc(OC)c(Cl)cc2Cl)cc1	-7	6	-2	21	-3	4	-3	-6	-10
CCC(C)Sc1nnc(NC(=O)C2CCN(C(=O)c3ccco3)CC2)s1 (stereo not drawn)	-1	-7	-3	2	8	-5	1	-6	0
O=c1c2ccccc2[nH]c(=S)n1CCN1CCCC1	4	8	-6	0	1	-3	-1	-14	3
C=CCSC1=Nc2sccc2C2=NC(=O)CN12	-6	-2	10	2	5	5	2	19	13
O=C(N[C@@H](c1ccccc1)[C@@H]1C[C@H]1C(=O)NCc1ccccn1)OCc1ccccc1	-4	14	4	0	-2	2	-3	-5	-3
O=C1NC2(CCCC2)C(=O)N1CCS(=O)(=O)Oc1ccccc1	-1	4	-4	1	-3	4	0	0	2
Cc1nn(CC(=O)N2N=C(C(F)F)CC2(O)C(F)F)c(C)c1[N+](=O)[O-] (stereo not drawn)	-2	10	10	6	1	-4	1	2	1
C[C@H](CO)N1C[C@H](C)[C@@H](CN(C)C(=O)Nc2ccc3c(c2)OCO3)Oc2ccc(NS(=O)(=O)c3ccc(F)cc3)cc2C1=O	-2	4	.	.	.	-1	.	13	.
CC(C)[C@@H](C(=O)N1CCCC1)N1C(=O)N2CCc3c([nH]c4ccccc34)[C@@]2(C)C1=O	4	5	0	6	-3	10	-5	15	4
O=C(Nc1ccc2c(c1)OCO2)c1ccc2c(c1)OCO2	-5	-2	8	-3	-2	-9	1	3	8
c1ccc(-c2nc3ccccc3s2)nc1	1&2	11&2	5&8	-6&3	-1&-1	-6&4	-2&-1	2&7	0&1
COc1cc(C(=O)NCC2CCCCC2)cc(OC)c1OC	-2	3	1	3	1	-2	1	-4	-4
Oc1cccc(C(Nc2nccs2)c2ccc3cccnc3c2O)c1 (stereo not drawn)	-3	7	-2	-9	3	5	-1	-16	-23
CCOc1ccc(NC(=O)CN(C)C(=O)c2nc3nc(C)cc(C)n3n2)cc1OCC	-5	6	-7	.	1	-3	-1	11	.
O=C(NC12CC3CC(CC(C3)C1)C2)c1ccc(S(=O)(=O)N2CCOCC2)cc1	3	-1	9	4	6	3	0	-3	-2
c1ccc(CC2CCN(c3nnnn3-c3ccccc3)CC2)cc1	0	-5	11	6	3	0	2	-72	-7
Cc1ccc(NC(=O)CN2C(=O)NC(C)(CCc3ccccc3)C2=O)cc1 (stereo not drawn)	-3	11	8	3	-1	1	-1	-7	-1
CC(=O)Nc1ccc(S(=O)(=O)N2CCN(c3nc(C)cc(C)n3)CC2)cc1	-5	7	-8	-5	1	-4	-1	1	-1
CC(C)(CNC(=O)CNC(=O)C1CCCCC1)N1CCOCC1	0	8	-8	.	-3	-6	-4	12	.
CCN1C(=O)/C(=C2\C=Cc3ccccc3N2CC)OC1=S	0	12	22	13	6	-3	-1	6	-8
O=C(N/N=C/c1ccco1)c1ccc2nc[nH]c2c1	0	8	-4	-4	-4	8	-3	5	5
CCOc1ccc(CCNS(=O)(=O)c2cccc3nsnc23)cc1OCC	-9	0	-6	4	3	-3	-2	-9	3
O=C(O)c1cc(NCc2ccccc2)ccc1N1CCOCC1	-3	8	-4	6	-1	4	-1	-5	0
Cc1cccc(C)c1NC(=O)C(c1ccccc1)N1CCC2(CC1)OCCO2 (stereo not drawn)	4	2	5	-6	1	8	2	6	-10
CN(C(=O)COC(=O)Cn1c(C(F)(F)F)nc2ccccc21)c1c(N)n(Cc2ccccc2)c(=O)[nH]c1=O	-4	16	14	-10	-1	-12	0	1	4
CCCSC1=C(C#N)C(c2ccc(OC)cc2)C2=C(CC(C)(C)CC2=O)N1 (stereo not drawn)	2	9	9	1	-2	5	-3	11	-3
CC(=O)c1cccc(NC(=O)C2CCN(S(=O)(=O)c3cccs3)CC2)c1	-14	13	-9	-16	-9	-1	-6	1	-1
Cc1ccc(NC(=O)CN(C)C(=O)C(C)N2CCN(Cc3ccccc3C)CC2)cc1 (stereo not drawn)	1	-6	0	.	5	7	-6	12	.
CCOc1cc(CN2CCSCC2)ccc1O	2	0	-8	-5	6	-4	3	8	18
CCOc1ccc(-c2ncncc2-c2ccc(OC)c(OC)c2)c(O)c1	4	2	-10	-7	-2	-4	-1	0	11
COC(=O)N1C(=O)[C@@](CC(C)C)(c2ccccc2)N1C(=O)OC	-3	.	-14	9	-5	.	0	12	-1
Cc1ccc(C)c(/C(O)=C2\C(=O)C(=O)N(CCCn3ccnc3)C2c2cccnc2)c1 (stereo not drawn)	-5	11	-13	0	5	14	2	11	3
CN(CC(=O)NCCN1CCOCC1)S(=O)(=O)c1ccc(Cl)cc1	2	15	.	.	.	-3	.	3	.
CC(C)C[C@H](NC(=O)OC(C)(C)C)c1n[nH]c(=S)n1N	-1	3	-15	-14	2	-1	-1	11	4
O=C(CCC(=O)Nc1ccccc1)N/N=C/c1cccnc1	-4	8	-11	2	-1	0	0	-7	-2
O=C(O)C(NC(=O)c1ccccc1)=C(Cl)Cl	-6	2	4	-16	5	5	1	-5	-5
COc1ccc(C(=O)NCC(=O)OCC(=O)N2CCN(S(=O)(=O)c3ccccc3)CC2)cc1	5	-2	5	4	-6	-4	-1	8	-2
CCC(Oc1ccccc1)C(=O)Nc1ccc(-c2nnc(-c3ccco3)o2)cc1 (stereo not drawn)	-8	-1	0	-1	-11	-9	-10	-21	-13
Cc1cc2c3c(c1C)C(=O)C(=O)N3C(C)(C)CC2C (stereo not drawn)	1	2	-3	7	0	4	1	19	-2
O=C(/C=C/c1cccc([N+](=O)[O-])c1)c1ccco1	-5	6	15	4	7	4	0	10	12
CCN(CC)c1ccc(/C=N/NC(=O)c2cccc(N3CCCC3=O)c2)cc1	3	7	-5	-1	3	9	2	11	4
NC(=O)C1=C[C@@H](c2coc3ccccc3c2=O)C[C@@H](OCc2ccc(CO)cc2)O1	-2	1	12	6	0	-4	1	4	1
CC(O)c1cccc(NC2=CC(=O)CC(C)(C)C2)c1 (stereo not drawn)	0	7	-1	-3	1	-6	-3	-2	-1
Nc1ccc(C(=O)N2CCCC2)cc1	-1	11	9	-2	-1	-1	-2	3	4
Cc1ccc(NC(=O)COc2ccc3c(c2)OCO3)c(Cl)c1	3	-2	7	.	4	-4	2	2	.
CC1CCc2cc(F)ccc2N1S(=O)(=O)c1ccc(F)cc1 (stereo not drawn)	2	5	17	17	1	1	1	3	-6
CCC(=O)Nc1c(C#N)c2nc3ccccc3nc2n1C1CCCCC1	-4	1	-13	-4	1	-1	0	5	18
COc1cc2c(C(=O)NCCN(C)C)cn(CC(C)C)c(=O)c2cc1OC	-2	-3	-5	8	5	12	5	-13	10
CCC1=C(OC(=O)N(CC)CC)N2C(=O)OC(=NCC3CC3)[C@]2(Cc2ccccc2)[C@H]2C1=CC[C@H]1C(=O)NC(=O)[C@H]12	2	3	13	6	-3	-8	-2	-4	6
CN1/C(=C\C(=O)C[n+]2ccc(C(=O)c3ccccc3)cc2)C(C)(C)c2ccccc21	-2	1	7	-11	0	5	-3	38	0
(listing goes on)
SMILES	PAD4 inh	PAFAH1B3 FP inh	ZTA counter	EBNA-1 inh	LYPLA2 counter	PAFAH2 FP inh	LYPLA1 inh	PREPL inhibitor	GSTO1 counter
NS(=O)(=O)c1cccc(NC(=O)Nc2ccc(Cl)cc2)c1	-1	-1	23	9	-15	-5	-15	-1	-20
O=C(COc1ccc(Cl)cc1)Nc1nnc(C2=COCCO2)o1	-4	3	-3	8	4	1	0	-2	12
CC(C)N(Cc1cnn(C)c1)C(=O)c1ccc(OC2CCN(Cc3ccccn3)CC2)cc1	0	8	14	1	1	4	3	-7	3
CCCC(=O)OCC(=O)Nc1cc([N+](=O)[O-])ccc1OC	-1	1	3	8	-1	4	4	9	-4
Cc1ccc(N(CC(=O)N2CCN(c3ccc(F)cc3)CC2)S(=O)(=O)c2c(C)nn(C)c2C)cc1	2	2	6	-3	2	0	2	-4	-3
C=CCSc1nc(C)cc(/C=C\c2ccccc2)c1C#N	-1	3	-8	-8	-6	-3	3	18	2
Cc1ccc[n+](-c2nc3ccccc3nc2C(=C=[N-])C#N)c1	-20&-9	9&9	-10&-10	-1&3	-4&-3	12&5	-1&0	20&16	62*
COC(=O)CN1C(=O)COc2ccc(S(=O)(=O)NCc3ccccc3)cc21	-3	12	-11	0	1	7	1	-1	1
Nc1ccc2oc(-c3ccccc3Cl)nc2c1	2	6	1	7	-4	2	-2	9	4
Cc1ccc(C2(c3noc(CN(C)Cc4ccccn4)n3)CCCC2)cc1	-1	4	6	3	-1	-3	-4	-3	1
CN(Cc1nc2ccccc2c(=O)[nH]1)C(=O)COc1ccccc1Cc1ccccc1	-9	1	4	.	3	3	-1	-10	.
Cc1cccc(OCCSc2nc3ncnc(N)c3[nH]2)c1	0	2	-15	-6	-2	-2	0	16	2
Cc1ccc(NC(=O)CCC(=O)c2cccs2)cc1	-2	-1	3	18	-1	-10	-2	9	1
COC(=O)c1cc(Cl)c(NC(=O)/C=C/c2ccc(Cl)cc2Cl)cc1OC	2	-9	-4	11	-18	-3	-11	-23	-5
COc1ccc(N(CC(=O)N/N=C/c2cc(OC)ccc2OC)S(=O)(=O)c2ccccc2)cc1	1	1	1	-1	-18	5	-8	16	-11

Already shown: entries from further up.
SMILES	PAD4 inh	PAFAH1B3 FP inh	ZTA counter	EBNA-1 inh	LYPLA2 counter	PAFAH2 FP inh	LYPLA1 inh	PREPL inhibitor	GSTO1 counter
CN(Cc1nc2ccccc2c(=O)[nH]1)C(=O)COc1ccccc1Cc1ccccc1	-9	1	4	.	3	3	-1	-10	.
Cc1cccc(OCCSc2nc3ncnc(N)c3[nH]2)c1	0	2	-15	-6	-2	-2	0	16	2

Later entries
SMILES	PAD4 inh	PAFAH1B3 FP inh	ZTA counter	EBNA-1 inh	LYPLA2 counter	PAFAH2 FP inh	LYPLA1 inh	PREPL inhibitor	GSTO1 counter
CCn1c(=O)c(C(=O)Nc2ccccc2C)c(O)c2ccccc21	2	-3	-5	-1	9	-6	6	8	6
O=C(NC1CCN(S(=O)(=O)c2ccc(F)cc2)CC1)c1ccco1	-10	1	11	-5	-4	2	2	-15	-5
C=C1CCN([C@@H](C)C(=O)OCc2ccc(C)cc2)S(=O)(=O)c2ccccc21	0	-1	-7	8	1	4	4	-9	4
O=C1CN(C(=O)CSc2nncs2)c2ccccc2N1	1	7	-23	-2	3	10	5	-5	-4
Cn1c(N)c(Sc2ccc(F)cc2)c(=O)n(C)c1=O	0	17	11	8	3	-6	-2	14	3
